Screens as filed in PubChem.
FXIIa single: blocks human coagulation factor XIIa activity. P00748. purified human FXIIa, AMC substrate fluorescence, 2 h. inhibition, % at 10 µM. hit rate 0.2% among 33,000; in the data active = inhibition above about 30%;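 note: 0% = enzyme with vehicle only and 100% = no enzyme blank; many of its hits are not listed in these tables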
FXIa inh: blocks human coagulation factor XIa activity. P03951. purified human FXIa, fluorogenic AMC substrate cleavage. inhibition, % at 10 µM. hit rate 0.3% among 33,000. AID 687;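 active = inhibition above 40% in the primary screen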;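 note: 0% = enzyme without compound and 100% = blank wells lacking enzyme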
Target sequence (P03951 19-387 limits assumed): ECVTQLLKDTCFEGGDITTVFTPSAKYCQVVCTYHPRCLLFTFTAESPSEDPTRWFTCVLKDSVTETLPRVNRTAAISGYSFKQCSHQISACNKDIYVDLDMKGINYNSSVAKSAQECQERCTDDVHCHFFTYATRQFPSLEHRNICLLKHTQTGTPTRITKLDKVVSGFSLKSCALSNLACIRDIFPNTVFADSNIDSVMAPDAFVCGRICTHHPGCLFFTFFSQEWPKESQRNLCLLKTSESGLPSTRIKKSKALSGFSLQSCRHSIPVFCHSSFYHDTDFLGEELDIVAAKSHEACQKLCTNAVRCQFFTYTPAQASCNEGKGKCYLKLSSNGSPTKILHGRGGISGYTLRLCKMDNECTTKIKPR
Target sequence (P03951 388-625 limits assumed): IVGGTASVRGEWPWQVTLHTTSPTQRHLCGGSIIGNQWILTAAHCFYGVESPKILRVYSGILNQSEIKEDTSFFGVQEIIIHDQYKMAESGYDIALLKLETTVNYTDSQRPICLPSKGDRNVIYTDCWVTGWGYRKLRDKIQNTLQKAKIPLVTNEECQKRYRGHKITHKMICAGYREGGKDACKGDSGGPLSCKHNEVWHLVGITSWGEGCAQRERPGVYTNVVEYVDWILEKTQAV
Starred values were filed as active, the others as inactive; & = joins results of further samples. The list is partial; rates above refer to the full screens.

SMILES | FXIIa single | FXIa inh
CCOC(=O)C(NC(=O)c1ccccc1)=C(C)C | -14 | 15
COc1ccc(C(=O)NCCN2CCOCC2)cc1OC | 4 | 0
CC(C)CNS(=O)(=O)c1ccc(CCC(=O)N2CCN(Cc3ccc4c(c3)OCO4)CC2)cc1 | 8 | 4
CCOC(=O)c1cc(CC)sc1NC(=O)Cc1ccccc1 | -3 | -11
O=C(O)C1CC1C(=O)N1CCN(c2ccc(Cl)c(Cl)c2)CC1 (stereo unspecified) | 15 | -2
COc1ccccc1Cc1nnnn1CC(=O)O | 6 | -6
Cc1csc(SCC(=O)c2c(N)n(C)c(=O)n(C)c2=O)n1 | -16 | 3
O=C(CCc1ccccc1)Nc1nc2nc(-c3ccccc3)cc(=O)n2[nH]1 | 2 | 6
COc1ccccc1N1CCN(C(=O)c2sc3nc(-c4ccccc4)cn3c2C)CC1 | 6 | 4
O=C(Nc1ccc(F)cc1F)c1cc2ncc(Br)cn2n1 | 16 | 2
Cc1cc(C)c(S(=O)(=O)N2CCCC(C(=O)NCCC3=CCCCC3)C2)c(C)c1 (stereo unspecified) | 5 | 2
Cc1ccc(C)n1NC(=O)c1ccccc1O | 5 | -11
CC(=O)c1ccc(N2CCN(C(=O)COc3ccccc3F)CC2)c(F)c1 | 3 | 8
O=C(N/N=C/c1ccc(N2CCOCC2)o1)c1cccc(C(F)(F)F)c1 | 0 | 5
COc1ccc(NC(=O)C2=C(C)NC(=O)NC2c2cccc(OC)c2OC)c(OC)c1 (stereo unspecified) | -10 | -14
CC(=O)OC1=C(C#N)Cn2ccc3cccc1c32 | 6 | -4
CCc1nnc2n1N=C(c1ccc(-c3cc(Cl)ccc3Cl)o1)CS2 | -12 | 38
CCCCNc1nc2ccccc2[nH]1 | 1 | -5
O=S(=O)(c1ccc(C2CCCCC2)cc1)N1CCCC1 | 9 | 6
CCOC(=O)CCP(=O)(O)C(O)c1ccc(OC)cc1 (stereo unspecified) | 9 | 2
CCOn1c(=O)c(-c2ccc(Cl)cc2)[n+]([O-])c2ccccc21 | 6 | 10
O=C(CSc1ncn(-c2ccccc2)n1)Nc1nc2c(s1)CCCC2 | -9 | 1
CCN(CC)S(=O)(=O)c1cc(C)c(C)cc1Br | 8 | 3
COC(=O)c1ccccc1NC(=O)CN(c1cc(OC)ccc1OC)S(C)(=O)=O | 0 | -1
Clc1ccc(-n2nnnc2-c2cnc(-c3ccccn3)nc2-c2cccs2)cc1 | 4 | -51
CCN(CC)CCCn1c(=S)[nH]c2cc(C(=O)OC)ccc2c1=O | 2 | -6
O=C(Cn1cnc2c(nnn2-c2ccc(F)cc2)c1=O)NCC1CCCO1 (stereo unspecified) | -12 | 4
COC(=O)/C(C(C)=O)=C(\C=C\N(C)C)N(C)C | 9 | -4
O=c1[nH]nc(Cc2ccc3ccccc3n2)c2ccccc12 | 5 | -5
COC(=O)CNC(=O)C(C)(C)Oc1ccc(Cl)cc1 | 5 | -3

Arranged by heavy-atom count (smallest number first): part of the list above.
SMILES | FXIIa single | FXIa inh
CC(=O)OC1=C(C#N)Cn2ccc3cccc1c32 | 6 | -4
CCOC(=O)CCP(=O)(O)C(O)c1ccc(OC)cc1 (stereo unspecified) | 9 | 2
O=C(Cn1cnc2c(nnn2-c2ccc(F)cc2)c1=O)NCC1CCCO1 (stereo unspecified) | -12 | 4

Exported with tabs: entries from further up.
SMILES	FXIIa single	FXIa inh
Cc1csc(SCC(=O)c2c(N)n(C)c(=O)n(C)c2=O)n1	-16	3
O=C(CCc1ccccc1)Nc1nc2nc(-c3ccccc3)cc(=O)n2[nH]1	2	6
COc1ccccc1N1CCN(C(=O)c2sc3nc(-c4ccccc4)cn3c2C)CC1	6	4
O=C(Nc1ccc(F)cc1F)c1cc2ncc(Br)cn2n1	16	2
Cc1cc(C)c(S(=O)(=O)N2CCCC(C(=O)NCCC3=CCCCC3)C2)c(C)c1 (stereo unspecified)	5	2
Cc1ccc(C)n1NC(=O)c1ccccc1O	5	-11
CC(=O)c1ccc(N2CCN(C(=O)COc3ccccc3F)CC2)c(F)c1	3	8
O=C(N/N=C/c1ccc(N2CCOCC2)o1)c1cccc(C(F)(F)F)c1	0	5
COc1ccc(NC(=O)C2=C(C)NC(=O)NC2c2cccc(OC)c2OC)c(OC)c1 (stereo unspecified)	-10	-14
CC(=O)OC1=C(C#N)Cn2ccc3cccc1c32	6	-4
CCc1nnc2n1N=C(c1ccc(-c3cc(Cl)ccc3Cl)o1)CS2	-12	38
CCCCNc1nc2ccccc2[nH]1	1	-5
O=S(=O)(c1ccc(C2CCCCC2)cc1)N1CCCC1	9	6
CCOC(=O)CCP(=O)(O)C(O)c1ccc(OC)cc1 (stereo unspecified)	9	2
CCOn1c(=O)c(-c2ccc(Cl)cc2)[n+]([O-])c2ccccc21	6	10
O=C(CSc1ncn(-c2ccccc2)n1)Nc1nc2c(s1)CCCC2	-9	1
CCN(CC)S(=O)(=O)c1cc(C)c(C)cc1Br	8	3
COC(=O)c1ccccc1NC(=O)CN(c1cc(OC)ccc1OC)S(C)(=O)=O	0	-1
Clc1ccc(-n2nnnc2-c2cnc(-c3ccccn3)nc2-c2cccs2)cc1	4	-51
CCN(CC)CCCn1c(=S)[nH]c2cc(C(=O)OC)ccc2c1=O	2	-6
O=C(Cn1cnc2c(nnn2-c2ccc(F)cc2)c1=O)NCC1CCCO1 (stereo unspecified)	-12	4

(next part)
SMILES | FXIIa single | FXIa inh
COc1ccc(C2N(C(=O)N3CCOCC3)CCN2S(=O)(=O)c2ccc(C)cc2)cc1 (stereo unspecified) | -19 | 24
O=C(CSc1nnnn1-c1ccccc1)NCc1cccs1 | 7 | 1
CC(=O)N1CCc2cc(S(=O)(=O)NC(Cc3ccccc3)C(=O)Nc3cc(C)ccn3)ccc21 (stereo unspecified) | 5 | 7
CNCCCC12CCC(c3ccccc31)c1ccccc12 | -2&0 | 3&-6
CCCc1cc(-c2[nH]ncc2-c2ccc3c(c2)OCCCO3)c(O)cc1OC | 8 | 0
COC(=O)CNC(=O)c1ccccc1F | 5 | -10
Cc1cccc(NCc2cc(Cl)ccc2O)n1 | 8 | 5
CC1CCN(CC(=O)N2CCCc3c2c(=O)oc2ccc(OCc4ccccc4)cc32)CC1 | 3 | 9
Cc1cccc(/C=N/n2c(C)nnc2C)c1 | 4 | 5
O=Cc1ccc(Sc2nnc(-c3ccccc3)o2)c([N+](=O)[O-])c1 | 7 | -5
Cc1c(OCc2nn[nH]n2)ccc2c(-c3ccccc3)cc(=O)oc12 | 4 | 5
COc1cc(C)nc(Oc2ccc(=O)n(C)n2)n1 | 6 | -1
CN(CC(=O)Nc1ccncc1)S(=O)(=O)c1ccc(Br)cc1 | 14 | 2
O=C(Nc1ccccc1N1CCOCC1)c1ccccc1NS(=O)(=O)c1ccc(F)cc1 | 9 | 6
NC(=O)C1CCN(Cc2nc3ccccc3c(=O)[nH]2)CC1 | 2 | -9
O=C(O)CCC(=O)NC1CCCCC1 | 1 | 0
Cc1nc(N)nc2c1CCCC2 | 5 | 6
Cc1[nH]c2ccccc2c1Cc1n[nH]c(=S)o1 | 5 | -1
Cc1ccccc1NC(=O)Cc1nnc(SCC(=O)c2ccc(Br)cc2)n1C | 6 | -3
N#C/C(C(=O)Oc1ccccc1)=C1\C=Cc2ccccc2N1 | 10 | -4
NNS(=O)(=O)c1ccc(Cc2ncc(C(F)(F)F)cc2Cl)s1 | -4 | 0
COc1ccc(S(=O)(=O)NCc2ccc(C(=O)N(C)Cc3ccco3)cc2)cc1 | -13 | 15
CCOc1ccc(NC(=O)CSCc2cnn(-c3ccccc3)c2-n2cccc2)cc1 | -2 | -7
Cn1c(SCC(=O)N2CCOCC2)nc(O)cc1=O | 6 | -5
Cc1ccc(-c2nnc(SCC(=O)NCC3CCCO3)n2C)cc1 (stereo unspecified) | 1 | -1
CCCNC(=O)C1CNc2ccccc2O1 (stereo unspecified) | 5 | 7
O=C(COc1ccc(S(=O)(=O)N2CCCC2)cc1Cl)NC1CCCC1 | 12 | -2
CN(Cc1ccccc1)S(=O)(=O)c1cccc2cccnc12 | 6 | 7
CNC(=O)C1CC(=O)N(CCc2ccc(OC)cc2)C(=Nc2ccc(OC)cc2)S1 (stereo unspecified) | 2 | -1
CN(C)S(=O)(=O)c1cccc(C(=O)NCc2ccco2)c1 | -11 | 2
CCCSC1=N/C(=C\C=C\c2ccco2)C(=O)S1 | 7 | 3
CN1CCN(c2ncnc3c2[nH]c2ccc(F)cc23)CC1 | -2 | 3
CC(Oc1ccc(Cl)cc1)C(=O)NCCCn1ccnc1 (stereo unspecified) | 15 | 1
CC(C)OC(=O)C1C(=O)CC(C)(O)C(C(=O)OC(C)C)C1c1ccc(F)cc1 (stereo unspecified) | 6 | -7
CCCSc1nc(SCC(=O)NCc2ccccc2)c2c3c(sc2n1)COC(C)(C)C3 | -9 | 33
C=CCn1c(SC2CCOC2=O)nc2sc(CC)cc2c1=O (stereo unspecified) | -14 | 26
COCCn1cnc2c1c(=O)n(CC(=O)Nc1cc(C)on1)c(=O)n2Cc1ccccc1 | 4 | -1
COc1ccc(OC)c2sc(NC(=O)CCSc3ccccc3)nc12 | 8 | 6
CCC(NC(=O)Nc1ccc(O)cc1)(C(F)(F)F)C(F)(F)F | 13 | -6
Cc1cc(C)n(CCSCC(=O)O)n1 | 6 | -3
CNCCCC1c2ccccc2C=Cc2ccccc21 | 6 | 1
COC(=O)c1cc(NC(=O)Nc2cc(OC)ccc2OC)cc(C(=O)OC)c1 | -11 | 29
COc1ccc(-c2nc(C)c(C(C)=O)n2O)cc1 | 9 | -10
CCOC(=O)N1CCN(C(=O)C2CCN(S(=O)(=O)c3ccccc3)CC2)CC1 | -1 | -4
Cc1ccc(C(=O)OCC(=O)Nc2sc3c(c2C#N)CCCC3)cc1NC(=O)c1ccco1 | -10 | 18
Cc1ccc(C(=O)OCC(=O)NC(=O)c2cccn2C)cc1 | 7 | -3
O=C(Oc1ccc(F)cc1C(=O)/C=C/c1cccs1)c1cccc([N+](=O)[O-])c1 | 6 | 0
Cc1cc(S(=O)(=O)N2CCN(c3ccccc3C)CC2)ccc1F | 5 | 1
C=CCn1c(SC(C)C(=O)NCc2ccc3c(c2)OCO3)nnc1C1CCCCC1 (stereo unspecified) | -13 | 2
CS(=O)(=O)N(CC(=O)NCCc1ccccc1)C1CCCCC1 | 10 | -1
CCSc1nc(C)c(C(C)=O)cc1C#N | 9 | -2
O=C(Oc1cccc(NC(=O)c2ccco2)c1)c1ccc(Br)c(S(=O)(=O)N2CCCCC2)c1 | 4 | 0
COc1ccc(/C(N)=N/OC(=O)c2ccc(C)c([N+](=O)[O-])c2)cc1OC | 9 | 3
COc1nn(C(C)C(=O)N2N=C(C(F)F)CC2(O)C(F)F)cc1[N+](=O)[O-] (stereo unspecified) | 1 | -3
COc1nc(N2CCCCCC2)nc(N2CCCCCC2)n1 | 8 | 1
O=S(=O)(c1ccc(-c2csc(-c3cccnc3)n2)cc1)N1CCCCC1 | 8 | 4
O=S(=O)(Cc1cccc(F)c1)c1c[nH]c2ccccc12 | 3 | 1
CCOC(=O)c1ccc(NC(=O)Nc2ccc(S(N)(=O)=O)cc2)cc1 | -12 | 0
CC(N=Cc1ccccc1O)c1ccccc1 (stereo unspecified) | -3 | 3
O=S(=O)(NC1CCCC1)c1ccc(S(=O)(=O)N2CCN(c3ccccc3)CC2)cc1 | 3 | 9
Next section.
SMILES | FXIIa single | FXIa inh
O=C(NCC(=O)N(CCc1ccccc1)C(C(=O)NC1CCCCC1)c1ccncc1)c1ccco1 (stereo unspecified) | -14 | 1
Clc1ccc(/C=N/c2c(-c3ccco3)nc3ccccn23)cc1 | 8 | -1
CC1CCN(S(=O)(=O)c2ccc(C(=O)NCc3ccc4c(c3)OCO4)cc2)CC1 | 3 | -7
O=C(CSC1=NCCS1)N1CCN(c2ccc(Cl)cc2)CC1 | 5 | 5
O=C(N/N=C/c1ccccc1Br)c1ccc(CSc2cccc3cccnc23)cc1 | 14 | -1
COc1ccc(CCNS(=O)(=O)c2ccc(N3CCCC3=O)cc2)cc1 | 10 | 1
CCOC(=O)c1c(-c2ccccc2)n(C)c2ccc(O)cc12 | -20 | 20
O=C1CN(C(=O)C2CC2)c2ccccc2N1 | 4 | -3
Brc1ccc(OCCCN2CCOCC2)cc1 | 1 | -5
COc1ccccc1OC(=O)CN1C(=O)c2ccccc2C1=O | 11 | -2
CC(C)(C)C(=O)CSc1nnc(-c2cccs2)n1CC1CCCO1 (stereo unspecified) | 9 | 3
COCCNc1nc(SCc2ccccc2)nc2sc3c(c12)CCC3 | 5 | 7
COc1ccc(CCNC(=O)CCC2COc3ccccc3O2)cc1OC (stereo unspecified) | 2 | 7
Cc1cc(-c2ccccc2)nc(N2CCC(C(=O)NCc3ccccc3Cl)CC2)n1 | 8 | 0
CC1=C(C#N)C(Nc2ccc(Cl)cn2)(C(F)(F)F)C(=O)N1 (stereo unspecified) | 5 | -5
CCc1ccc(NC(=O)c2ccc3ncsc3c2)cc1 | 8 | 7
CCOc1ccc(C2NC(=O)NC(C)=C2C(=O)OC)cc1C (stereo unspecified) | -16 | 33
Cc1ccc(-c2noc(=O)n2CC(=O)Nc2ccc(S(=O)(=O)NC3CC3)cc2)cc1 | 9 | 3
CCOc1ccc(NC(=O)CN(Cc2ccccc2)S(C)(=O)=O)cc1 | 2 | 6
O=C(NCCc1ccccc1)C1CCN(S(=O)(=O)N2CCC3(CC2)OCCO3)CC1 | 3 | 4
Cc1cc(NC(=O)CSc2nc3ccsc3c(=O)n2NC(=O)c2ccccc2)no1 | 2 | -8
CC1CCCCN1S(=O)(=O)c1ccc2c(c1)CCN2C(=O)C1CCC1 (stereo unspecified) | -17 | 1
Cc1ccc(SC(C)c2nc(-c3ccncc3)no2)cc1 (stereo unspecified) | -5 | -2
CCCCNC(=S)NNC(=O)C12CC3CC(CC(C3)C1)C2 | 8 | 13
COCc1cc(=O)[nH]c(Nc2nc3ccc(C)cc3o2)n1 | -17 | 3
